CBFb RUNX1 block = qHTS Assay for Compounds Blocking the Interaction Between CBF-beta and RUNX1 for the Treatment of Acute Myeloid Leukemia; Runt-related transcription factor 1 (Homo sapiens) + Core-binding factor subunit beta …; AlphaScreen CBFb-His/RUNX1-biotin binding, biochemical; Potency, µM (series often up to 59.8 µM), for inactives: at the highest dose activity, negative = inhibition, most hits filed as inhibitors; 230,000 tested, under 10 active; AID 1477, 2009; note: % of control where 0% means no effect
Target sequence (Q01196 whole entry, looked up): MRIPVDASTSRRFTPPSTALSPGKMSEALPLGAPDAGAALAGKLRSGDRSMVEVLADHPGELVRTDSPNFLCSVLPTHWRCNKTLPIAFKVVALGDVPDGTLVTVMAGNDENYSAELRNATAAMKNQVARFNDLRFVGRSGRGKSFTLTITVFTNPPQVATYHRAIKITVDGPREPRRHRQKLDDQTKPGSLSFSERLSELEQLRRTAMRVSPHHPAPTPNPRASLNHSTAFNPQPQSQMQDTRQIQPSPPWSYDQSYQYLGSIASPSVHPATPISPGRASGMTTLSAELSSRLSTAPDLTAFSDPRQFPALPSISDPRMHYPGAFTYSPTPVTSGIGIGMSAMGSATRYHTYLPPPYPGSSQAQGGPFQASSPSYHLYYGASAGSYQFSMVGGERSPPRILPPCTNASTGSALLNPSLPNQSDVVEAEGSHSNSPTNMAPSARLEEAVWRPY
Target sequence (Q13951 whole entry, looked up): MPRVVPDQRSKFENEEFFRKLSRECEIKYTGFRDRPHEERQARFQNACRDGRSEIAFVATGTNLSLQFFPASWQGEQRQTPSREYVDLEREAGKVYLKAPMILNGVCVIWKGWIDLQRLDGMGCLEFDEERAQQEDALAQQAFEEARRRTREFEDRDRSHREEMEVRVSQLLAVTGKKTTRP
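Read-out: AlphaScreen. Format: His-CBF-beta with biotinylated RUNX1 (30 nM each) preincubated 20 min, compound 15 min, Ni-chelate plus streptavidin beads 90 min; room temperature throughout.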
Epigenetic derep = Quantitative High-Throughput Screen for Regulators of Epigenetic Control; Potency, µM (top dose mostly 53.9 µM), for the others: at the top dose GFP activation, actives largely listed as activators; murine LDR cells, GFP reporter derepression, 30 h; 0.2% of 280,000 active; note: potency is the fitted concentration of half-maximal effect; % of control where 0% means no effect; nearly all actives have a fitted effect of over 60% in size
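Murine LDR cells bearing a silenced CMV-driven GFP reporter were exposed to compound for 30 h at 37 C. After PBS washes, GFP-positive cells (20-120 um objects) counted by laser-scanning microplate cytometry.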
KinaseGlo FLuc = Counterscreen for Luciferase (Kinase-Glo TM) Inhibition; Kinase-Glo luciferase, ATP luminescence, 8 min; AID 1379, 2008; Luciferin 4-monooxygenase (Photuris pensylvanica), Q27757; 0.28% of 200,000 active; Potency, µM (series often up to 38.3 µM), inactives show top-dose activity change, negative = inhibition, most hits filed as inhibitors; note: potency is the fitted concentration of half-maximal effect; % is set by controls: 0 for no effect and ±100 for the full control effect; nearly all actives have a fitted effect of over 60% in size
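Recombinant Kinase-Glo luciferase, 10 uM ATP (linear range), luciferin; imidazole pH 7.2 / KCl / MgCl2 / Tween / BSA buffer; 8 min RT; luminescence.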
GLA spleen mod = qHTS Assay for Inhibitors and Activators of Human alpha-Galactosidase From Spleen Homogenate; Alpha-galactosidase A (Homo sapiens), P06280; human spleen homogenate, 4MU-alpha-Gal fluorescence, 40 min; Potency, µM (top dose mostly 80 µM), for the others: top-dose activity change, negative = inhibition, hits mostly inhibitors; 0.008% of 240,000 active;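 note: potency is the fitted concentration of half-maximal effect; 0% = enzyme with vehicle and -100% = no enzyme basal signal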
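Human spleen homogenate (1 ug) was the enzyme source, with 4-methylumbelliferyl-alpha-D-galactopyranoside (1 mM final) in pH 5.0 citrate buffer with 0.01% Tween-20. Compounds were titrated; after 40 min at 37C, NaOH/glycine stop, 4-MU fluorescence read; AC50 from Hill fits.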
NPSR antag = qHTS Assay for Antagonists of the Neuropeptide S Receptor: cAMP Signal Transduction; AID 1461, 2008; Q6W5P4; CHO-NPSR cells, cAMP TR-FRET, antagonist mode; 1% of 220,000 active; Potency, µM (titrated, usually from 38.3 µM), for inactives: at the highest dose activity change, negative = inhibition, hits mostly inhibitors; note: potency is the fitted concentration of half-maximal effect; % is set by controls: 0 for no effect and ±100 for the full control effect; nearly all actives have a fitted effect of over 50% in size; many of its hits are not listed in these tables
Target sequence (Q6W5P4 whole entry, looked up): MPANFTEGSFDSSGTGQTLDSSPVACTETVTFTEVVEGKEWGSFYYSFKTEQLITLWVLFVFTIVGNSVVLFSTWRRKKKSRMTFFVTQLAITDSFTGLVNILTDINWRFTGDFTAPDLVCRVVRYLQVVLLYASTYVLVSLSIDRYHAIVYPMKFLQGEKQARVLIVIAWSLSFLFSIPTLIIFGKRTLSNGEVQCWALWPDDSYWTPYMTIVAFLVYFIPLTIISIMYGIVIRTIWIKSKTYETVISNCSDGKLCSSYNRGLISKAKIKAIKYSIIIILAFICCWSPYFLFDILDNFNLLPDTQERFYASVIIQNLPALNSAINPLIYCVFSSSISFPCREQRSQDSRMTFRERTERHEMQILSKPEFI
IMPase Li cell = qHTS Assay for Identifying the Cell-Membrane Permeable IMPase Inhibitors: Potentiation with Lithium; CHO-M1 cells, IP1 TR-FRET (IP-One), carbachol + lithium; Potency, µM (top dose mostly 59.4 µM), for inactives: at the highest dose activity, negative = IMPase inhibition, hits mostly inhibitors; 0.35% of 210,000 active;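 note: IP1 builds up when IMPase is blocked and the TR-FRET signal falls; potency is the fitted concentration of half-maximal effect; plate controls were basal vehicle for no effect and high inhibitor control for full effect; nearly all actives have a fitted effect of over 50% in size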
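Readout is a homogeneous TR-FRET IP1 immunoassay (Ex 320, Em 665 and 620), where raised cytosolic IP1 lowers signal. Cells were CHO-M1 treated 30 min at 37C with test compounds plus a little lithium; AC50 values came from Hill-equation fitting.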
Lamin A splicing = qHTS Assay for Modulators of Lamin A Splicing; Potency, µM (top dose mostly 46.1 µM), for inactives: top-dose ratio change, negative = inhibition, usual class: inhibitors; AID 1487, 2009; HeLa LMNA splicing GFP/RFP minigene ratio, 48 h; 0.01% of 200,000 active; active = well fitted inhibition curve with a large enough effect in the signal ratio, with a control signal flat, not every such curve was filed as active; inconclusive = small, poorly fitted or top-dose-only effect, or effect the other way, or a change in a side signal; the % refers to the signal ratio; note: potency is the fitted concentration of half-maximal effect; % is set by controls: 0 for no effect and ±100 for the full control effect
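S3 HeLa cells stably expressing lamin A-EGFP splicing minigene plus DsRed2, 600 cells/well, 48 h compound exposure at 37C. Laser-scanning cytometry; analysed as GFP (500-530 nm)/RFP (575-640 nm) total intensity ratio; 0.5% DMSO vehicle.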
An asterisk follows results filed as active; ? = inconclusive; nt = no result given; & = joins results of further samples; [ ] = dose if it differs, or a comment. Unless noted, calls come from the whole dose curve; as a rule, active = well fitted curve in the direction sought with a large enough effect; inconclusive = small, poorly fitted or top-dose-only effect, or another doubt; inactive = no such curve, though single readings can be large; an effect the other way counts as inactive or inconclusive.

Values run as follows: Lamin A splicing | GLA spleen mod | CBFb RUNX1 block | Epigenetic derep | KinaseGlo FLuc | NPSR antag | IMPase Li cell
CCn1c(C)cc(/C=C2/SC(=S)NC2=O)c1C
    -12% | -4% | -24% | 0.0% | 3% | -21% | 12%
CCOC(=O)NC(=O)C(=CNc1cccc(OC)c1)C(=O)NC(=O)OCC
    -10% | -4% | 6% | 0.3% | 13% | 4% | -6%
CN=C(C)C1=C(O)C(C(=O)OC)C(C)(C)CC1=O (centres undefined)
    4% | 2% | 5% | 0.0% | -1% | -2%[46.1 µM] | -4%[38.3 µM]
CC1CCc2nn(CC(=O)N3CCCCCC3)cc2C1 (centres undefined)
    -12% | -3% | 9% | -0.8% | -2% | -26%[46.1 µM] | 20%[38.3 µM]
COc1cc(C(C(=O)Nc2c(C)cccc2C)N(C)C(=O)c2ccc(-n3cnnn3)cc2)ccc1O (centres undefined)
    nt | 6% | 7% | -1.0% | nt | -1% | nt
O=C(O)C(Cc1ccccc1)N1C(=O)/C(=C/C=C/c2ccco2)SC1=S (centres undefined)
    nt | 9% | nt | 0.4% | nt | 15% | nt
CC(=O)c1ccccc1OCCn1nnc(-c2ccc(C)cc2)n1
    ? | 1% | ? | -0.8% | 0% | 1%[46.1 µM] | 14%
CN(NC(=O)c1ccccc1)C1=NS(=O)(=O)c2ccccc21
    ? | 1% | -3% | 2.4% | -2% | 9% | 7%
Cn1cnnc1SCC(=O)N1N=C2/C(=C/c3ccco3)CCCC2C1c1ccco1 (centres undefined)
    14% | 4% | -4% | 0.3% | -3% | -17%[46.1 µM] | 23%[38.3 µM]
CCOc1ccc2sc(NS(=O)(=O)c3ccc(OC)c(OC)c3)nc2c1
    2% | 11% | -2% | 0.7% | 4% | -12%[46.1 µM] | 1%[38.3 µM]
Cc1ccc(C2CC(=O)Nc3cc4c(cc32)OCO4)o1 (centres undefined)
    5% | 14% | -4% | 0.0% | -3% | -5%[46.1 µM] | 19%[38.3 µM]
CC(=O)c1cccc(NC(=S)NC(=O)c2ccccc2Br)c1
    ? | -2% | 3% | 0.0% | -2% | -3% | -2%
CS(=O)(=O)c1cnc(-c2cccnc2)nc1N
    ? | 0% | -4% | 1.1% | -2% | 21% | -2%
Cc1ncsc1CCOC(=O)c1cccc([N+](=O)[O-])c1
    1% | 5%&-8% | -1%&12% | 0.0%&-0.2% | -4%&-2% | 10% | -8%
CCOC(=O)c1cnc(-n2nc(C)cc2C)nc1Nc1cccc(C(=O)O)c1
    -9% | -3% | -2% | 0.0% | 2% | 0%[7.67 µM] | -4%[38.3 µM]
O=C(CCn1c(=O)sc2ccccc21)NCCC1=CCCCC1
    -4% | 15% | 0% | -0.1% | -4% | -4%[46.1 µM] | 13%[38.3 µM]
COc1ccccc1NC(=O)CC(NCc1ccccc1)C(=O)O (centres undefined)
    -10% | 5% | -3% | -0.8% | 2% | -8%[46.1 µM] | 4%
O=C1Nc2ccc(Br)cc2C1=Nc1ccc(-c2nnc3n2CCCCC3)cc1
    7% | 5% | 2% | -1.0% | -2% | 3%[46.1 µM] | -2%[38.3 µM]
Cc1ccc2nc(-c3ccc(NC(=O)COC(=O)c4cncc(Br)c4)cc3)sc2c1
    -11% | 25% | 1% | 0.0% | -2% | -11% | -25%
CC(C)CC(NC(=O)OC(C)(C)C)c1cn([C@@H](Cc2cc3ccccc3[nH]2)C(=O)N2CCN(C(=O)OC(C)(C)C)CC2)nn1 (some centres undefined)
    nt | -4% | 14% | 0.4% | nt | 50% | -9%
Cc1ccc(OCC(=O)N2c3ccccc3NC(=O)C2(C)C)c([N+](=O)[O-])n1
    nt | 0% | -1% | 2.6% | 7% | -2% | 3%
O=C(NNS(=O)(=O)c1ccc(Cl)cc1Cl)c1cc2ncc(C(F)(F)F)cc2s1
    nt | -6% | -10% | 5.3% | nt | 5% | nt
Cc1ccc(SCc2cc(=O)[nH]c(SCC(=O)Nc3cc(Cl)ccc3Cl)n2)cc1
    nt | 4% | -8% | -0.1% | 1% | -22% | -2%
COc1cccc(C(C#N)N2N=C(C)CC2(C)C)c1O (centres undefined)
    3% | 1% | 5% | 0.0% | 0% | -14%[46.1 µM] | 2%[38.3 µM]
O=C1CC(Sc2ncccc2C(=O)O)C(=O)N1 (centres undefined)
    nt | -3% | 6% | 6.9% | 3% | 8% | -6%
N#Cc1ccc(C(=O)N/N=C/c2cn(CC(=O)O)c3ccccc23)c(F)c1
    -6% | 6% | -14% | -1.9% | 2% | 10% | -6%
Cc1ccc(SCC(=O)Nc2ccc3c(c2)OCCO3)cc1
    1% | -13% | 1% | -0.9% | 1% | -6% | -4%
Cn1nc(C(F)(F)F)c(C(=O)Nc2ccc(F)cc2F)c1Sc1ccc(Cl)cc1
    14% | -5% | 8% | -0.8% | 1% | ? | 8%[38.3 µM]
Cc1c(NC(=S)N/N=C/c2ccc([N+](=O)[O-])cc2O)c(=O)n(-c2ccccc2)n1C
    nt | -6% | nt | -2.8% | nt | 6% | nt
S=c1[nH]nc(-c2ccco2)n1/N=C/C=C/c1ccccc1
    4% | -3% | -17% | -1.1% | -3% | -20%[46.1 µM] | 10%[38.3 µM]
COc1ccc([N+](=O)[O-])cc1/C=N/NC(=O)CNC(=O)c1cccc(F)c1
    -18% | 0% | -20% | -1.1% | 4% | 7% | 6%
OC1CCCN(Cc2nc(Cc3ccccc3Cl)no2)C1 (centres undefined)
    nt | 4% | -1% | 3.2% | -8% | -28% | -17%
CC(C)N1CCC(N2CCN(Cc3ccc(Oc4ncccn4)cc3)CC2CCO)CC1 (centres undefined)
    nt | -14% | -18% | 0.0% | nt | 5% | nt
O=C(COc1ccccc1C(=O)Nc1ccccc1)c1ccc(Br)cc1
    ? | -5% | 0% | 1.1% | 3% | -48% | 16%
CCn1c(SCC(=O)N2CCN(S(=O)(=O)c3ccccc3)CC2)nnc1-c1cccs1
    8% | -7% | 3% | -1.4% | -2% | -13%[46.1 µM] | 1%[38.3 µM]
CSc1ccc(/C=N/n2nnnc2N)cc1
    -11% | -5% | 9% | -2.1% | -3% | -3%[46.1 µM] | 21%[38.3 µM]
O=C(O)c1cc(Cl)c(Cl)cc1C(=O)Nc1cccc2ncccc12
    -2% | 6% | -5% | -1.1% | 3% | 20% | 0%
C=C(C)Cn1c(-c2cccs2)n[nH]c1=S
    13%[46 µM] | -1% | -3% | -2.8% | -2% | 14% | -7%
O=C(C1CCN(S(=O)(=O)N2CCOCC2)CC1)N1CCOCC1
    3% | -8% | 1% | 0.0% | -4% | 1%[46.1 µM] | -10%[38.3 µM]
C[C@]12CC[C@H]3c4ccc(OC[C@H]5CO5)cc4CC[C@H]3[C@H]1CC[C@@H]2O
    nt | 4%[17.5 µM] | 3%[13.1 µM] | 0.8%[10.1 µM] | nt | nt | nt
COc1cc(C(=O)N2CCN(c3ccc(C)cc3C)CC2)cc(OC)c1OC
    ? | -8% | -3% | -1.0% | 0% | 5% | 6%
CCCCNC(=O)NS(=O)(=O)c1ccc(NS(=O)(=O)c2ccccc2)cc1
    9% | 0% | 11% | -0.2% | 10% | -3%[46.1 µM] | -5%[38.3 µM]
O=C(COC(=O)CNS(=O)(=O)c1c(Cl)cccc1Cl)Nc1ccccc1Sc1ccccc1
    10% | 3% | -5% | 2.6% | -1% | 7% | -4%
CCOC(=O)C1=C(COc2ccc(F)cc2Cl)NC(=O)NC1c1cc(C)ccc1C (centres undefined)
    6% | -6% | -1% | 5.7% | -3% | -6%[46.1 µM] | 7%[38.3 µM]
Cc1ccccc1N=C(NOCc1ccccc1)c1nonc1N
    -13% | 2% | 12% | -1.0% | 2% | ? | 6%
CN=C1SC(CC(=O)Nc2ccccc2F)C(=O)N1/N=C/c1ccc(O)c(OC)c1 (centres undefined)
    nt | 16% | -8% | -1.5% | 0% | -15% | 3%
S=C(NCCCc1ccccc1)Nc1ccccc1Cl
    -18% | -5% | 8% | -1.1% | -1% | -31% | -8%
CC1Cc2ccccc2N1C(=O)CN1C(=O)NC(C)(c2ccc3c(c2)OCCO3)C1=O (centres undefined)
    12% | -1% | 3% | 2.9% | -1% | -18%[46.1 µM] | 9%[38.3 µM]
COc1ccc(N(C(=O)c2cccc(OC)c2OC)C2C=CS(=O)(=O)C2)cc1 (centres undefined)
    2% | -2% | 7% | -1.1% | 1% | 2%[46.1 µM] | 0%[38.3 µM]
CC(C)N(Cc1cc2ccccc2[nH]c1=O)C(=O)C(C)(C)C
    -1% | 10% | -3% | 1.1% | -4% | -8%[46.1 µM] | 8%[38.3 µM]

The list continues.
Values run as follows: Lamin A splicing | GLA spleen mod | CBFb RUNX1 block | Epigenetic derep | KinaseGlo FLuc | NPSR antag | IMPase Li cell
COc1ccc(Cl)cc1C(=O)NNC(=O)CSc1nnc2ccccn12
    7%[46 µM] | 3% | 8% | -1.3% | 0% | 1% | 15%
Cc1ccc(S(=O)(=O)N2CCN(C(=O)COc3ccc(-c4nnco4)cc3)CC2)cc1
    -6% | -8% | 0% | 2.8% | -1% | -10%[46.1 µM] | 5%[38.3 µM]
CCN(CC)C(=O)c1sc(NC(=O)Cc2ccccc2)c(C#N)c1C
    -4% | -3% | 6% | -0.1% | -1% | -8%[46.1 µM] | -3%
CCOc1ccc(C(=O)Nc2ccc(S(=O)(=O)N3CCOCC3)cc2)cc1OCC
    10% | -1% | 2% | -0.7% | -5% | 6%[46.1 µM] | 8%[38.3 µM]
O=C(NCc1ccc(C(=O)O)cc1)OCc1ccccc1
    nt | 3% | 12% | -4.4% | -1% | -13% | 3%
N#Cc1c(N(CCO)CCO)nc(N)c2c(N)nc3c(c12)CC(=O)N3Cc1cccs1
    nt | -9% | -16% | 0.0% | nt | 9%[7.67 µM] | nt
C=CCOC(=O)C1=C(C)NC(C)=C(C(=O)OCC=C)C1c1cn(-c2ccccc2)nc1-c1ccco1
    1% | 4% | 5% | 3.3% | 0% | -8% | -1%

Source: PubChem BioAssay (National Center for Advancing Translational Sciences (NCATS))

These rows are one share of the data; the hit share may differ from the screen's.
